TPT1 inh – inhibitors of Candida albicans tRNA 2'-phosphotransferase TPT1; inhibition, % at 5 µM; recombinant caTPT1, FP RNA substrate dephosphorylation; 300,000 tested, 0.81% active; AID 1962;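 active means inhibition above the mean of all tested compounds plus 3 SD, set per screening campaign, cut at about 24% in these data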;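 further: plate controls were DMSO alone for no effect and ferristatin control at 100 nM for full effect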
PP1 inh – blocks human PP1-alpha phosphatase, a PP5 counter-screen; AID 2235; inhibition, % at 6.7 µM; purified PP1alpha, OMFP fluorescence; 320,000 tested, 0.9% active; P62136;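 active means inhibition above the mean inhibition of all tested compounds plus 3 SD, computed separately for each screening campaign, cut at about 15% in these data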
Target sequence (P62136 whole entry, looked up): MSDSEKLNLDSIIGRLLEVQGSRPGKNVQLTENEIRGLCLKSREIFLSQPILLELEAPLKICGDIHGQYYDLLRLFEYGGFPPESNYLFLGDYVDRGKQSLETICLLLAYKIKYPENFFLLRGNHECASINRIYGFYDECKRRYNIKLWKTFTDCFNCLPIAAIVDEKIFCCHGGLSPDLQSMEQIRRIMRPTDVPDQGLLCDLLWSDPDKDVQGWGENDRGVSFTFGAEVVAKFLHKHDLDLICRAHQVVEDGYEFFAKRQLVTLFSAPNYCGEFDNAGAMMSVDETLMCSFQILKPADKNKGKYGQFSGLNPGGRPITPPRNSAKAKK
procasp3 activ – activators of human procaspase-3; 330,000 tested, 0.11% active; activation, % at 8.5 µM; P42574; AID 463141; recombinant procaspase-3 D3A, Ac-DEVD-pNA absorbance 405 nm;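 active means activation above the mean of all tested compounds plus 3 SD, cut at about 21% in these data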;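 further: 0% = DMSO alone and 100% = DMSO wells spiked with extra 5 µM PC-3 D3A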
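Assay system – Procaspase-3 D3A mutant, all three cleavage aspartates alanine · Controls – DMSO-only low control, 5 µM PC-3 D3A high control · Schedule – 1 h compound preincubation, 2 h substrate hydrolysis at 25 °C · Signal – 405 nm absorbance of p-nitroaniline, reads at 0 and 120 min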
proCasp7 act – counter-screen for procaspase-3 activators: activators of human procaspase-7 | recombinant procaspase-7, Ac-DEVD-pNA absorbance 405 nm; D23A/D198A/D206A triple mutant, cannot self-cleave; scale: DMSO 0, 5 µM enzyme 100 | activation, % at 8.5 µM | 330,000 tested, 0.093% active | AID 463210;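 active means percent activation above the screen-wide mean plus 3 SD, cut at about 25% in these data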
Target sequence (P55210 whole entry D23A/D198A/D206A): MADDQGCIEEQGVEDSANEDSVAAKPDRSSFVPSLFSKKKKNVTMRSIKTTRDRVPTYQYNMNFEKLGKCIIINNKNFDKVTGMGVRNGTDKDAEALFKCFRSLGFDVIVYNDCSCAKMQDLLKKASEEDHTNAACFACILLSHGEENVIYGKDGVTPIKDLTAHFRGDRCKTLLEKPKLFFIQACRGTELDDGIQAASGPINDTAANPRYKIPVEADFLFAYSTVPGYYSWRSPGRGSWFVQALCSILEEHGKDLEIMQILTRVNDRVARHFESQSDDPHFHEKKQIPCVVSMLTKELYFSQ
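Assay system: Uncleavable procaspase-7 mutant enzyme / Input: 2 µM procaspase-7 mutant as dispensed / Dosing: single nominal 8.5 µM compound dose, 0.8% DMSO final / Timing: 1 h enzyme–compound preincubation and 2 h substrate reaction, both 25 °C / Detection: p-Nitroaniline absorbance at 405 nm, read at 0 and 120 min / Replication: singlicate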
JMJD2C inh – human JMJD2C demethylase inhibition | 330,000 tested, 0.069% active | GST-JMJD2C(1-420) H3K9me3 demethylation, DELFIA europium | Q9H3R0 | inhibition, % at 2.35 µM;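 active means more than half of a compound's replicate wells show inhibition beyond 50%, single wells judged on their own value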;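 further: signal counts dimethyl H3K9 product captured on neutravidin plate; 0% = median of DMSO wells and 100% = 0.3 times that DMSO median; strong numbers were not always called active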
Target sequence (Q9H3R0 1-420 limits assumed): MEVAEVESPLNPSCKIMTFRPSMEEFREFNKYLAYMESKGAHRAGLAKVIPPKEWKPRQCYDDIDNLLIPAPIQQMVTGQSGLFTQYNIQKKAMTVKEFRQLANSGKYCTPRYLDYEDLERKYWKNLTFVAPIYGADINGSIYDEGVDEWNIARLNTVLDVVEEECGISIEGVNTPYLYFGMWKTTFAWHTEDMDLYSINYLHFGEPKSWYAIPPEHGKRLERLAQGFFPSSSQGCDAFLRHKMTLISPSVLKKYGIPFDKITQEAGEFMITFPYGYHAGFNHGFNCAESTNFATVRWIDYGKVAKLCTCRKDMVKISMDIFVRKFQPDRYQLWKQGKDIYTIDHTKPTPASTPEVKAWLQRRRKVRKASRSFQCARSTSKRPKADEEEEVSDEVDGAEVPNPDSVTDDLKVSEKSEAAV
PP5 primary – inhibitors of human protein phosphatase 5 (PP5). P53041. purified PP5c, OMFP substrate fluorescence. inhibition, % at 6.7 µM. 320,000 tested, 0.18% active;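 active means inhibition above the campaign's mean inhibition across all tested compounds plus 3 SD, cut at about 9.5% in these data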;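 further: 0% = DMSO only and 100% = 100 µM cantharidin control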
CTSL1 counter – blocks F. hepatica cathepsin L1 in PFM18AAP counter-screen | recombinant F. hepatica cathepsin L1, Z-Leu-Arg-MCA fluorescence | inhibition, % at 5.96 µM | 300,000 tested, 0.49% active;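 active means inhibition above the mean of all tested compounds plus 3 SD, set per screening campaign, cut at about 17% in these data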;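 further: 0% = plate median of test compound wells and 100% = 1 µM Z-Phe-Ala-diazomethylketone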
HCV core dimer – HCV core protein dimerization inhibition | 300,000 tested, 0.33% active | TR-FRET GST/Flag-core106 dimerization, 1536-well | inhibition, % at 5 µM;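 active means inhibition above the mean of all tested compounds plus 3 SD, set per screening campaign, cut at about 45% in these data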
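System: GST/Flag-tagged HCV core106 proteins. Incubation: compound-protein-antibody incubation 4 h at 22.5 °C. Technique: HTRF with 340 nm excitation, 617/671 nm emission. Medium: KF-containing HEPES buffer, pH 7.45, DTT, CHAPS, BSA. Read-out: inhibition (%) from 671 over 617 nm ratio. Also added: Eu(K)-anti-GST 90 ng/mL plus XL665-anti-Flag 1 µg/mL.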
Efflux pump mplx – inhibitors of Candida antifungal efflux pumps expressed in yeast; AID 485275; inhibition, % at 10 µM; S. cerevisiae Candida pump triplex, Nile Red efflux; 330,000 tested, 0.44% active;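 active means plate passing quality check with inhibition over a set limit, or well fluorescence over plate mean plus 4 SD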;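 further: Nile Red retained in pooled yeast measured as flow cytometry median fluorescence; 0% = buffer negative control and 100% = Enniatin B positive control; higher means more Nile Red kept so more efflux inhibition; some compounds called inactive have numbers as strong as hits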
* marks the source's active call; other numbers are inactive results; · = no result given.

[1] CCc1cc2c(-c3ccccc3)cc(=O)oc2c(CN2CCOCC2)c1O
[2] c1ccc2sc(NC3=NCN(CC4CCCO4)CN3)nc2c1 (configuration not stated)
[3] CCC1S/C(=C(\C#N)C(=O)NCc2ccco2)N(c2ccc(Br)cc2)C1=O (configuration not stated)
[4] COc1ccc(C2OCC3(CO2)SC(=O)NC3=O)cc1OC (configuration not stated)
[5] O=C(CCCCn1c(=O)[nH]c2ccccc2c1=O)N1CCN(c2ncccn2)CC1
[6] C=CCNC(=O)N1CCC(n2nccc2NC(=O)CCCc2ccccc2)CC1
[7] CCOCC(O)CNc1ccccc1 (configuration not stated)
[8] COC(=O)c1ccc(C(=O)OC)c(NC(=O)N2c3ccccc3Sc3ccccc32)c1
compound no.	1	2	3	4	5	6	7	8
TPT1 inh	-11.3	-2.5	-2.6	5.6	-0.5	3.7	-1.4	2.2
PP1 inh	-3.6	-2.4	6.3	-1.4	-2.9	1.9	1.2	-2.0
procasp3 activ	-2.7	-0.3	-6.5	-5.1	8.3	-7.8	8.0	1.1
proCasp7 act	-4.8	8.9	-6.0	9.9	2.0	-5.2	12.2	2.5
JMJD2C inh	0.8	1.5	11.7	-7.9	-5.0	-20.8	1.3	-0.5
PP5 primary	3.6	-0.2	0.9	3.3	0.1	2.8	0.8	0.7
CTSL1 counter	2.7	7.1	0.3	0.4	0.0	-1.5	3.0	-0.7
HCV core dimer	9.9	-3.4	10.9	-0.6	-4.0	-7.0	-7.7	4.1
Efflux pump mplx	0.8*	-0.4	-0.3	0.0	-0.1	-0.1	0.1	-0.1

[9] CC(C)(C)c1ccc(OCCCN2CCCC2)cc1
[10] CS(=O)(=O)c1cnc(-c2ccccc2)nc1Oc1ccc(Cl)cc1
[11] C=CCN1C(=O)N/C(=C/c2ccc(C)o2)C1=O
[12] CN(C)CCN(C(=O)c1ccc(S(=O)(=O)N(C)c2ccccc2)cc1)c1nc2ccc(Cl)cc2s1
[13] Nc1nc(-c2ccc(Cl)cc2)nn1C(=O)c1cccnc1
[14] COc1ccc(C(=O)OCC(=O)Nc2sccc2C(N)=O)cc1OC
[15] Cc1ccc(NC(=O)COC(=O)CNC(=O)c2ccc(Cl)cc2Cl)cc1S(=O)(=O)N1CCOCC1
[16] CCOc1ccccc1NC(=S)NCc1ccccc1
compound no.	9	10	11	12	13	14	15	16
TPT1 inh	0.2	-1.8	-3.8	-2.2	-3.0	-2.0	0.3	-3.4
PP1 inh	-1.2	-0.8	-1.2	-1.9	-8.4	-1.0	-1.8	-1.2
procasp3 activ	0.2	-3.9	-2.5	0.3	9.4	-7.2	1.3	-2.9
proCasp7 act	-0.6	-6.2	-28.6	-4.9	-5.4	0.6	18.4	10.3
JMJD2C inh	31.6	3.0	-12.8	-13.9	-8.6	2.1	3.2	-13.8
PP5 primary	0.7	1.4	3.9	-0.4	3.8	2.1	3.8	0.9
CTSL1 counter	-6.5	4.4	2.2	0.7	-4.9	-0.4	-3.6	2.8
HCV core dimer	5.8	0.1	-11.8	4.2	3.9	8.7	1.4	-3.4
Efflux pump mplx	0.0	0.0	0.0	0.0	0.1	-0.1	-0.1	0.0

[17] CCc1nn(CC(=O)NCCCN(CC)c2cccc(C)c2)c(=O)c2cc3occc3n12
[18] CCCCC(=O)NC(c1cccs1)c1cc(Cl)c2cccnc2c1O (configuration not stated)
[19] O=C(COc1ccc(Cl)cc1)NCCCNC(=O)c1cnccn1
[20] COc1ccc(C2=NN(C(=O)CCC(=O)O)C(c3cccs3)C2)cc1OC (configuration not stated)
[21] O=C(NCc1cn2ccsc2n1)Nc1ccc(Cl)cc1
[22] CCOC(=O)C1=C(C)NC(=S)NC1c1ccc(OC(=O)c2ccco2)cc1 (configuration not stated)
[23] CCOC(=O)C(=O)Nc1nc(-c2ccc3c(c2)CCN3C(=O)C2CC2)c(C)s1
[24] O=C(Nc1ccc2ccccc2c1)/C(=C/c1cccc(Br)c1)NC(=O)c1ccco1
compound no.	17	18	19	20	21	22	23	24
TPT1 inh	-0.9	-4.5	0.0	1.1	1.7	-0.8	-1.3	0.6
PP1 inh	3.9	19.5*	7.0	-2.5	-5.3	1.2	4.3	9.8
procasp3 activ	-2.9	-0.4	4.3	7.0	3.4	-3.6	-8.1	6.5
proCasp7 act	0.0	-2.3	5.7	4.3	-0.6	-2.0	-2.3	15.5
JMJD2C inh	-19.7	0.3	0.0	15.6	3.7	1.4	-15.9	-1.5
PP5 primary	1.6	-1.4	-0.3	-1.6	1.0	-1.2	-8.1	1.3
CTSL1 counter	4.4	-1.8	-1.0	-1.5	-3.0	-11.0	1.2	-1.0
HCV core dimer	6.6	12.0	-5.7	0.1	-1.3	4.9	-7.7	26.2
Efflux pump mplx	0.1	-0.1	0.1	0.0	0.0	-0.1	0.6	0.1

[25] CCCc1cc(C(=O)Nc2nnc(C)s2)cs1
[26] O=c1[nH]c(SCc2nc3ccccc3n2Cc2ccccc2)nc2ccccc12
[27] CC(=O)Nc1ccc(S(=O)(=O)N2CCC(C(=O)N[C@@H](C)C(=O)NC3CCCC3)CC2)cc1
[28] Fc1ccc(/C=C/c2nnc(-c3cccs3)o2)cc1
[29] O=C(COc1ccc(Cl)cc1)N1CCN(c2cccc(C(F)(F)F)c2)CC1
[30] O=C1NC(=O)/C(=C/c2ccco2)N1
[31] CCN(C(=O)COC(=O)CSc1ccc([N+](=O)[O-])cc1)C1CCS(=O)(=O)C1 (configuration not stated)
[32] CSc1ccc(/C=C/C(=O)NC23CC4CC(CC(C4)C2)C3)cc1
compound no.	25	26	27	28	29	30	31	32
TPT1 inh	1.3	-2.2	0.7	-0.9	-1.3	·	0.0	-2.1
PP1 inh	3.8	-0.1	-2.6	0.0	10.7	1.4	-3.4	2.2
procasp3 activ	-8.4	9.0	0.4	7.2	4.5	3.5	4.3	2.0
proCasp7 act	-1.5	13.7	-1.5	0.4	-5.3	8.1	-6.6	0.4
JMJD2C inh	-196.5	-0.1	-9.1	3.9	3.3	-7.2	-25.9	-6.8
PP5 primary	3.2	-1.3	2.5	6.0	7.3	1.8	1.0	2.9
CTSL1 counter	-2.1	0.0	-5.3	1.7	1.9	·	-7.3	0.7
HCV core dimer	-5.8	15.1	-3.4	-2.5	-0.2	·	3.9	-0.1
Efflux pump mplx	-0.1	0.0	0.1	0.1	0.1	-0.1	0.1	-0.1

Compounds listed so far with an NH in an aromatic ring, in the order listed:
[5] O=C(CCCCn1c(=O)[nH]c2ccccc2c1=O)N1CCN(c2ncccn2)CC1
[26] O=c1[nH]c(SCc2nc3ccccc3n2Cc2ccccc2)nc2ccccc12
compound no.	5	26
TPT1 inh	-0.5	-2.2
PP1 inh	-2.9	-0.1
procasp3 activ	8.3	9.0
proCasp7 act	2.0	13.7
JMJD2C inh	-5.0	-0.1
PP5 primary	0.1	-1.3
CTSL1 counter	0.0	0.0
HCV core dimer	-4.0	15.1
Efflux pump mplx	-0.1	0.0

Next records follow:
[33] Cc1ccc(NC(=O)CC2S/C(=N/N=C/c3ccco3)NC2=O)cc1Cl (configuration not stated)
[34] CCCCNC(=O)CCn1nc(-c2ccccc2)c2ccccc2c1=O
[35] N#C/C=C1\Sc2ccccc2C(=O)N1CC(=O)N1CCN(S(=O)(=O)c2ccccc2)CC1
[36] CC(=O)c1ccc(NC(=O)/C(=C\c2ccc(F)cc2)NC(=O)c2ccco2)cc1
[37] COC/C=C/C1=CC2=CC(=O)C(C)(OC(=O)c3cccs3)C(=O)C2=CO1 (configuration not stated)
[38] CN(C(=O)COc1ccc(-c2nnco2)cc1)C1CCS(=O)(=O)C1 (configuration not stated)
[39] COC(=O)c1ccc(Cn2cnc3c(cnn3-c3ccc(Cl)cc3)c2=O)o1
[40] Cc1ccc(S(=O)(=O)N2CC=C(C(=O)NCCC(C)C)CC2)cc1
compound no.	33	34	35	36	37	38	39	40
TPT1 inh	-2.1	2.7	1.1	0.5	-1.4	4.9	1.6	-0.3
PP1 inh	3.6	-4.6	-1.3	-3.9	4.1	-4.7	-8.8	-1.9
procasp3 activ	0.3	7.5	-6.3	-0.9	3.6	-6.8	5.7	3.4
proCasp7 act	-2.1	10.0	15.7	2.2	1.6	-3.8	-2.7	3.8
JMJD2C inh	-1.4	-3.6	-6.5	1.0	2.5	-6.6	-19.3	5.5
PP5 primary	3.3	-1.8	0.5	-0.9	3.0	2.4	1.8	0.0
CTSL1 counter	2.5	0.8	2.5	0.6	0.7	-1.8	2.6	2.5
HCV core dimer	-2.0	1.4	2.3	13.4	42.1	-4.6	-11.4	-0.4
Efflux pump mplx	0.2	0.0	-0.1	0.0	-0.2	0.3	-0.1	0.0

[41] Cc1cc(Br)ccc1NC(=O)CSCc1c(C)noc1C
[42] Cc1c(N/C(=N/S(=O)(=O)c2ccccc2)c2ccc(Cl)cc2)c(=O)n(-c2ccccc2)n1C
[43] CCOCCCNC(=O)c1[nH]c(C)c(C(C)=O)c1C
[44] O=C(Nc1ccccc1C(=O)OCC(=O)N1CCc2ccccc2C1)c1ccco1
[45] O=[N+]([O-])c1cc(CN(CCO)CCO)ccc1O
[46] Cn1c(/C(C#N)=C(\O)COc2ccc3ccccc3c2)nc2ccccc21
compound no.	41	42	43	44	45	46
TPT1 inh	·	-2.9	-0.6	4.1	-6.1	-5.3
PP1 inh	·	-0.3	-0.1	6.8	0.7	-5.6
procasp3 activ	-3.0	15.3	5.1	0.4	-11.0	-4.6
proCasp7 act	-5.8	11.0	-1.9	-8.9	4.4	2.4
JMJD2C inh	-1.9	10.1	-6.1	7.8	-2.5	-7.9
PP5 primary	·	-2.3	-1.6	2.0	-0.5	1.0
CTSL1 counter	·	5.7	0.3	-4.2	-1.5	-4.7
HCV core dimer	·	-4.8	-1.0	35.2	1.0	8.3
Efflux pump mplx	-0.4	-0.1	0.0	0.0	-0.1	0.2

Quoted from the listing.
TPT1 inh, `Cn1c(/C(C#N)=C(\O)COc2ccc3ccccc3c2)nc2ccccc21` is entered as -5.3
TPT1 inh, `O=[N+]([O-])c1cc(CN(CCO)CCO)ccc1O` is entered as -6.1
Efflux pump mplx, `CCOCCCNC(=O)c1[nH]c(C)c(C(C)=O)c1C` is entered as 0.0

Screens from PubChem.
